LYP inhibition = PTPN22 lymphoid phosphatase activity blockers – biochemical, fluorescence intensity, uHTS (AID 1779). actives 0.054% (n = 290,000). recombinant LYP phosphatase, fluorescence intensity; higher % means a stronger effect. inhibition, % at 11.5 µM, or IC50 in µM where a hit was titrated; in the data active = inhibition above about 50%;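 note: plate controls were vehicle with enzyme for no effect and no enzyme for full effect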
NTR1 ag = NTR1-driven beta-arrestin-GFP spot formation – imaging, U2OS cells, high content, primary screen (AID 493036); P30989; agonist mode; activation, % at 20 µM; actives 0.17% (n = 330,000);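 active = activation at or above 40% of the spot to cytoplasm intensity ratio, with at least 20 cells analyzed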;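 note: 0% = DMSO without peptide and 100% = 100 nM NTR1 peptide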
Target sequence (P30989 whole entry, looked up): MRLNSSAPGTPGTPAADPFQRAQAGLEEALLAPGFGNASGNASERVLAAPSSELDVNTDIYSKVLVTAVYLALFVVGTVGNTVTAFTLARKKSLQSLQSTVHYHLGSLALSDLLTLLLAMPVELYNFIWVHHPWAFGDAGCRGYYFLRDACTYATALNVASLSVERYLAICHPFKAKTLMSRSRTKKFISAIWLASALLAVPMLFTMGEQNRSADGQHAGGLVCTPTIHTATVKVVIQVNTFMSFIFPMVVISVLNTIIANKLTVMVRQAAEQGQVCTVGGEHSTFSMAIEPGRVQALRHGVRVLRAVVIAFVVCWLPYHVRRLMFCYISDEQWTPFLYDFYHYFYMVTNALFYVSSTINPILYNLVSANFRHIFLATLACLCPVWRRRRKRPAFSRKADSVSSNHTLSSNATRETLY
Large T inhibition = SV40 large T antigen inhibitors, biochemical (AID 1903). SV40 large T antigen ATPase/helicase inhibition assay; higher % means a stronger effect. inhibition, % at 20 µM; hits with a dose series show IC50 in µM. actives 0.39% (n = 310,000); in the data active = a potency from the dose series; note: strong numbers were not always called active
Lipid droplet = modulators of hepatic lipid droplet formation; AML12 mouse hepatocytes, oleate lipid droplets, BODIPY imaging; inhibition, % at 6.5 µM; actives 0.4% (n = 240,000); AID 1656;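 active = lipid droplet intensity inhibited by at least 50%, with more than 500 cells counted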
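Material – AML12 mouse liver cells · Also added – oleate loading, 100 µM · Compound dosing – 6.5 µM single-point dosing · Times – overnight treatment with compound plus oleate · Measured by – fluorescence imaging, 20x objective, two fields per well · Read-out – percent inhibition of filter-corrected integrated lipid droplet intensity per well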
MgcRacGAP inhibition = MgcRacGAP GTPase-activating activity inhibitors, confirmation, biochemical, ADP Hunter fluorescence. MgcRacGAP-stimulated Rac1 GTP hydrolysis, ADP Hunter fluorescence; higher % means a stronger effect; GST-tagged Rac1 F28L mutant substrate. one-dose inhibition, % at 30 µM; IC50 in µM for titrated hits. actives 0.6% (n = 340,000). AID 624330;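 active = first-screen hits whose inhibition reached a set limit at any dose in the follow-up dose series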;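 note: fluorescence reports GDP produced by GAP-driven GTP hydrolysis; strong numbers were not always called active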
GPR55 LPI antagonism = GPR55 antagonists blocking LPI-driven arrestin recruitment, primary screen, imaging, U2OS, beta-arrestin-GFP, LPI agonist (AID 2013) | one-dose inhibition, % at 10 µM; IC50 in µM for titrated hits | U2OS GPR55 beta-arrestin-GFP translocation imaging, LPI antagonism; higher % means a stronger effect | actives 0.13% (n = 290,000);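 active = spots per cell inhibited over 60%, with over 100 cells counted and total cytoplasm intensity under 500,000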;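 note: U2OS cells stably carrying GPR55 and arrestin-GFP stimulated by 5 µM LPI near EC80; imaged beta-arrestin-GFP aggregate spots per cell after agonist stimulation; plate controls were LPI-stimulated DMSO wells for no effect and DMSO wells without LPI for full effect; some results filed as inactive read as strong as hits; confirmed hits need IC50 under 10 µM and bright autofluorescent wells are also inconclusive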
T cell modulator = T cell immune modulators affecting CD8 T cell-vesicle binding; 2C CD8+ T cell-vesicle binding, flow cytometry; hits give low values; calls only at 7 µM; actives 0.068% (n = 330,000);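 active = response, share of CD8 T cells binding vesicles, and their 90th percentile fluorescence all below set limits, cut at about 80% in these data, passing the limit was not always enough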
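Incubation: binding step 1.5 h, 37 °C, antibody labelling 20 min, ice; system: murine 2C transgenic CD8+ T lymphocytes; technique: cytometric PE anti-B7-1 and Alexa647 anti-CD8 signals after 1% paraformaldehyde fixation; also added: QL9-charged Drosophila Ld/ICAM-1/B7-1 vesicles; control set: naked versus QL9-loaded vesicles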
GPR55 activation = selective activators of receptor GPR55 – imaging, U2OS cells, beta-arrestin-GFP redistribution, primary screen (AID 1961). actives 0.048% (n = 290,000). U2OS GPR55 beta-arrestin-GFP redistribution imaging; higher % means a stronger effect. activation, % at 10 µM, or EC50 in µM where a hit was titrated;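 active = activation above 40% with more than 50 cells counted in the well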;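 note: U2OS osteosarcoma cells stably expressing GPR55 and beta-arrestin-GFP; plate controls were DMSO negative control for no effect and LPI positive control for full effect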
GPR35 antagonists = GPR35 antagonists blocking zaprinast-driven arrestin recruitment, primary screen, imaging, U2OS, beta-arrestin-GFP, zaprinast agonist (AID 2058); U2OS GPR35 beta-arrestin-GFP translocation imaging, zaprinast antagonism; higher % means a stronger effect; actives 0.052% (n = 290,000); one-dose inhibition, % at 10 µM; IC50 in µM for titrated hits;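 active = inhibition of at least 50% with at least 30 cells and total cytoplasm GFP at most 10,000,000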
Lipid droplet cells 6.5 µM = recorded beside Lipid droplet, whose call it bears; cell count; measured here: cell count, cytotoxicity flag;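 cells counted across two imaged fields per well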
T cell modulator vesicle-bound % = second read-out of T cell modulator, no call of its own (marks repeat the call); double positive events, %; measured here: CD8+ vesicle-bound cell fraction;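 binding gate set so that unloaded-vesicle control wells show 10% double positive cells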
NTR1 ag cell count 20 µM = second read-out of NTR1 ag, no call of its own (marks repeat the call); cell count; measured here: cell count, cytotoxicity flag
Numbers without * were called inactive; i = inactive; x = not tested or not shown; & = joins results of further samples.

Sample of the layout (eight entries):
Each structure is followed by: LYP inhibition	NTR1 ag	NTR1 ag cell count 20 µM	Large T inhibition	Lipid droplet	Lipid droplet cells 6.5 µM	MgcRacGAP inhibition	GPR55 LPI antagonism	T cell modulator	T cell modulator vesicle-bound %	GPR55 activation	GPR35 antagonists
COC(=O)CCCC(=O)N1CCC(n2nccc2NC(=O)CCOc2ccccc2)CC1
→ -13%	-0.4	64	1%	-4	873	4%	10%	i	67	-0.1%	3%
O=C(Nc1ccccc1)c1cc([N+](=O)[O-])ccc1NCc1cccnc1
→ 9%	-0.3	97	1%	6	660	6%	-6%	i	60	-0.2%	2%
CCCC(CCC)C(=O)O
→ x	0.6&3.2	78&43	9%&-1%	x	x	-4%&2%	x	i	26&17	x	x
CN(C)c1cccc2c(/C=N/O)ccc(N(C)C)c12
→ -10%	0.6	43	16%	-5	705	8%	14%	i	68	-0.1%	2%
CCc1nnc(NC(=O)CC(=O)Nc2ccccc2C(=O)O)s1
→ -5%	-0.3	67	0%	x	x	6%	10%	i	48	-0.2%	6%
CSCCC(NC(=O)c1ccccc1)C(=O)OCC(=O)N(C)CCC#N (stereo not given)
→ -6%	-2.1	62	8%	12	671	-2%	-4%	i	12	-0.4%	-1%
Cc1nonc1OCCCNc1ccc([N+](=O)[O-])cc1Cl
→ -8%	-0.3	46	12%	-46	717	4%	2%	i	23	0.1%	-4%
CC(=O)c1cc2c(cc1NC(=O)CCNC(=O)c1ccccc1Cl)OCO2
→ 2%	1.0	41	-1%	x	x	3%	22%	i	44	0.2%	-2%

All compounds of this part, repeating the preview:
Each structure is followed by: LYP inhibition	NTR1 ag	NTR1 ag cell count 20 µM	Large T inhibition	Lipid droplet	Lipid droplet cells 6.5 µM	MgcRacGAP inhibition	GPR55 LPI antagonism	T cell modulator	T cell modulator vesicle-bound %	GPR55 activation	GPR35 antagonists
COC(=O)CCCC(=O)N1CCC(n2nccc2NC(=O)CCOc2ccccc2)CC1
→ -13%	-0.4	64	1%	-4	873	4%	10%	i	67	-0.1%	3%
O=C(Nc1ccccc1)c1cc([N+](=O)[O-])ccc1NCc1cccnc1
→ 9%	-0.3	97	1%	6	660	6%	-6%	i	60	-0.2%	2%
CCCC(CCC)C(=O)O
→ x	0.6&3.2	78&43	9%&-1%	x	x	-4%&2%	x	i	26&17	x	x
CN(C)c1cccc2c(/C=N/O)ccc(N(C)C)c12
→ -10%	0.6	43	16%	-5	705	8%	14%	i	68	-0.1%	2%
CCc1nnc(NC(=O)CC(=O)Nc2ccccc2C(=O)O)s1
→ -5%	-0.3	67	0%	x	x	6%	10%	i	48	-0.2%	6%
CSCCC(NC(=O)c1ccccc1)C(=O)OCC(=O)N(C)CCC#N (stereo not given)
→ -6%	-2.1	62	8%	12	671	-2%	-4%	i	12	-0.4%	-1%
Cc1nonc1OCCCNc1ccc([N+](=O)[O-])cc1Cl
→ -8%	-0.3	46	12%	-46	717	4%	2%	i	23	0.1%	-4%
CC(=O)c1cc2c(cc1NC(=O)CCNC(=O)c1ccccc1Cl)OCO2
→ 2%	1.0	41	-1%	x	x	3%	22%	i	44	0.2%	-2%
NC(=S)N/N=C/c1ccc(Br)o1
→ 4%	3.3	47	10%	-16	672	9%	12%	i	37	0.3%	16%
CN(C)S(=O)(=O)NCc1ccc2c(c1)OCO2
→ 3%	-0.4	93	4%	-4	688	3%	1%	i	42	-0.1%	-7%
CN(C)c1ccc(C(=O)C(=O)c2ccccc2)cc1
→ -9%	-0.3	87	2%	9	739	6%	3%	i	27	0.5%	2%
CC1CC(C)CN(C(=O)CSCC(=O)Nc2nc(-c3cccs3)cs2)C1 (stereo not given)
→ -2%	4.1	53	17%	56*	598*	9%	5%	i	42	-0.2%	-6%
O=C(O)c1ccccc1C(=O)c1ccc2c(c1)N(Cc1ccc(Cl)c(Cl)c1)C(=O)CO2
→ -1%	10	41	-5%	9	702	5%	18%	i	65	-0.3%	-16%
CCN1CCN(CC(=O)Nc2ccc(C(C)=O)cc2)CC1
→ -3%	-1.3	95	3%	0	869	28%	6%	i	25	0.4%	20%
CN(C)C(=O)N1CCC(C(=O)NCc2ccccc2Cl)CC1
→ -3%	1.5	58	0%	-4	651	2%	-5%	i	46	-0.1%	-8%
O=C(COC(=O)C1CC(=O)N(Cc2ccccc2)C1)c1ccc(Br)cc1 (stereo not given)
→ -2%	1.6	84	3%	16	703	7%	8%	i	26	0.0%	-12%
O=c1c2c3c(sc2nc2n1CCCCC2)CCCCC3
→ 1%	2.3	52	3%	12	620	14%	-8%	i	9	0.3%	3%
CC(Oc1ccccc1)C(=O)N1CCN=C1SCc1cccc(F)c1 (stereo not given)
→ -6%	0.4	66	23%	-11	694	-10%	-10%	i	31	-0.3%	-8%
O=C(CCCOc1ccccc1)NCCc1nc2ccccc2[nH]1
→ -5%	-0.6	42	8%	-10	696	5%	13%	i	31	-0.2%	12%
Cc1cc(NC(=O)CCCSc2nc(-c3ccco3)cc(C(F)(F)F)n2)no1
→ -4%	0.7	49	17%	-5	736	5%	4%	i	33	-0.1%	0%
CC1(C)Cc2ccccc2-c2nnc(-c3ccco3)n21
→ -1%	-0.3	87	-4%	-3	765	-10%	3%	i	35	0.0%	11%
CC1(CCC(=O)N2CCCC(N3CCN(c4cccc(C(F)(F)F)c4)CC3)C2)CC1 (stereo not given)
→ -5%	3.5	43	17%	11	825	4%	-4%	i	4	-0.1%	-5%
CCO[C@@H]1OC(C(=O)NC2CC2)=C[C@H](c2csc3ccccc23)[C@H]1CCCO
→ -7%	-1.0	64	1%	0	700	13%	7%	x	x	0.4%	-4%
Cn1cc(CN2CCCC(CNS(=O)(=O)c3cccc4cccnc34)C2)cn1 (stereo not given)
→ -9%	-1.5	47	17%	20	714	2%	11%	i	34	0.0%	-5%
Cn1ncc(C#N)c1NC(=O)C1CC(c2ccc(Cl)cc2)=NO1 (stereo not given)
→ -4%	0.3	62	9%	x	x	4%	26%	i	58	1.9%	15%
COc1ccc(C(=O)NNC(=O)c2cc3ccccc3cc2O)cc1
→ x	0.2	48	17%	x	x	14%	x	i	23	x	x
Cc1ccc(S(=O)(=O)Nc2nc3ccc(S(=O)(=O)N4CCCC4)cc3s2)cc1
→ 2%	0.0	51	-3%	0	792	1%	9%	i	58	0.2%	-3%
N#C/C(=C\c1ccc(F)cc1)C(=O)NC1CCS(=O)(=O)C1 (stereo not given)
→ -3%	-0.5	42	9%	1	806	2%	5%	i	28	1.2%	6%
CC(C(=O)NC1CCCC1)N(C(=O)c1snc(C(N)=O)c1N)c1ccc2c(c1)OCCO2 (stereo not given)
→ -7%	-1.2	92	1%	x	x	6%	16%	i	39	-0.1%	3%
O=C(Cn1ccc(C(F)(F)F)n1)N/N=C/c1ccc(N2CCOCC2)cc1
→ 0%	0.9	50	5%	4	694	-7%	11%	i	41	0.1%	2%
Cc1ccc(OCC(=O)Nc2cnn(CCCC(=O)O)c2)c([N+](=O)[O-])c1
→ -2%	-0.6	46	9%	-6	691	1%	11%	i	35	-1.2%	2%
CC(=O)c1cccc(NC(=O)CN2C(=O)c3cccnc3Oc3ccc(Cl)cc32)c1
→ -7%	0.4	55	8%	-17	693	0%	-6%	i	55	-0.1%	12%
CN(C)c1ccnc2sc(C(=O)c3ccc(Br)cc3)c(N)c12
→ 0%	5.5	79	0%	-1	637	10%	-12%	i	66	0.2%	-1%
O=c1ccc2cc(S(=O)(=O)N3CCN(c4ccccc4F)CC3)ccc2o1
→ -2%	0.8	59	5%	-14	787	6%	7%	i	25	-0.2%	-9%
COc1ccc(/C=N\NS(=O)(=O)c2ccc(Br)cc2)cc1COc1ccccc1[N+](=O)[O-]
→ -4%	-0.3	52	0%	-4	714	-2%	12%	i	49	0.3%	18%
COc1ccc(CN2CCC(C)CC2)cc1OCc1ccccc1
→ -2%	0.7	46	7%	-12	845	9%	10%	i	46	0.1%	-5%
COc1ccc(C)cc1NC(=O)c1sc2nc(C)nc(N3CCOCC3)c2c1C
→ -6%	0.3	43	1%	2	802	-1%	18%	i	15	-0.1%	-2%
Cc1c(Cl)cccc1NC(=S)NCCC(C)C
→ -2%	-1.8	82	8%	-35	689	7%	6%	i	36	0.5%	-1%
Cc1ccc(C(=O)Nc2ccc(N3CCN(S(C)(=O)=O)CC3)cc2)cc1
→ -6%	0.8	57	3%	32	769	1%	14%	i	3	0.9%	11%
Cc1ccc(NS(=O)(=O)c2ccc3c(c2)NC(=O)CO3)cc1C
→ -7%	2.4	61	6%	-12	656	7%	14%	i	12	-0.1%	-1%
O=[N+]([O-])c1cccc(CSc2nc3ccccc3[nH]2)c1
→ -3%	1.0	78	20%	1	657	4%	0%	i	37	0.0%	-1%
Cc1c(N(C)S(=O)(=O)c2ccc(Cl)c(C(=O)N3CCC(C(N)=O)CC3)c2)c(=O)n(-c2ccccc2)n1C
→ x	0.4	79	3%	x	x	2%	x	i	56	x	x
S=c1[nH]nc(-c2cccs2)n1/N=C/c1cccs1
→ 3%	-0.4	34	22%	-12	659	126µM*	0%	i	27	0.3%	2%
CCCCC1CC1C(=O)Nc1ccc(OC)c(OC)c1 (stereo not given)
→ -2%	0.7	42	6%	-12	557	6%	-5%	i	10	0.6%	-8%

Screens (PubChem)
